Screens from PubChem.
FadD28 binding: inhibitors of Mycobacterium tuberculosis FadD28 bisubstrate binding; 360,000 compounds, 0.22% hits; inhibition, % at 12.5 µM; FadD28 bisubstrate probe binding, fluorescence polarization; in the data active means inhibition above about 8.5%, passing the limit was not always enough; inconclusive means no clear call, values can overlap the other calls
Mtb FBA inh: Mtb fructose-bisphosphate aldolase inhibition; P9WQA3; purified M. tuberculosis FBA, fluorescence read-out; inhibition, % at 1 µM; 360,000 compounds, 2.3% hits; in the data active means inhibition above about 27%;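 further: 0% = vehicle and 100% = reference inhibitor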
Target sequence (P9WQA3 whole entry, looked up): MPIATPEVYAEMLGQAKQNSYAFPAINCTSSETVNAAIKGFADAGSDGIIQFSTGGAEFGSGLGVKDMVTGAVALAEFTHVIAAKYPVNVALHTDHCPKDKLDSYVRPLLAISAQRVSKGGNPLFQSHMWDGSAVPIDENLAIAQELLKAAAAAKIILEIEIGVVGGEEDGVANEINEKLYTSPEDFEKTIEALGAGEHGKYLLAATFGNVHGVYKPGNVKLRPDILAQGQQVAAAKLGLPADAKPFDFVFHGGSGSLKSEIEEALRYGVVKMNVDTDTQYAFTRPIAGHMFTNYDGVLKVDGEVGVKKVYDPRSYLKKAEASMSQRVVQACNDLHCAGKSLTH
CCHF vOTU inh: blocks the CCHF virus ovarian tumor domain protease. CCHFV vOTU protease, Pep-AMC fluorescence. inhibition, % at 11.5 µM. 370,000 compounds, 0.55% hits. AID 651958; further: 0% = vehicle wells with enzyme and 100% = no enzyme wells
MazF activator: MazEF (E. coli) toxin RNase activation; P0AE70; activation, % at 20 µM; AID 504720; FAM/BHQ RNA-DNA oligo cleavage fluorescence, 5 h; 350,000 compounds, 0.32% hits; in the data active means activation above about 50%
Target sequence (P0AE70 whole entry, looked up): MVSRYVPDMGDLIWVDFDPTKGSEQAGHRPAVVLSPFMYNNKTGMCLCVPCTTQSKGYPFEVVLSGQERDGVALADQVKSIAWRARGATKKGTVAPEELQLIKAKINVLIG
Mtb UGM inh: blocks M. tuberculosis UGM enzyme | 320,000 compounds, 0.06% hits | purified UGM, fluorescence polarization probe displacement | inhibition, % at 10 µM | P9WIQ1; in the data active means inhibition above about 10%, passing the limit was not always enough; inconclusive means no clear call, values can overlap the other calls
GDH-TPI inh: inhibits GDH-TPI coupling enzymes, artifact for Mtb FBA screen. GDH-TPI coupled enzyme counterscreen, NADH absorbance. inhibition, % at 4.8 µM. 360,000 compounds, 1.2% hits;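 further: 0% = DMSO wells and 100% = wells lacking the enzyme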
Rv3671c protease: inhibitors of M. tuberculosis serine protease Rv3671c. P9WHR9. 320,000 compounds, 0.048% hits. inhibition, % at 5.96 µM; in the data active means inhibition above about 38%;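 further: extracellular domain of Rv3671c used as enzyme; 0% = enzyme with DMSO and 100% = no enzyme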
Target sequence (P9WHR9 whole entry, looked up, the tested form may be a part): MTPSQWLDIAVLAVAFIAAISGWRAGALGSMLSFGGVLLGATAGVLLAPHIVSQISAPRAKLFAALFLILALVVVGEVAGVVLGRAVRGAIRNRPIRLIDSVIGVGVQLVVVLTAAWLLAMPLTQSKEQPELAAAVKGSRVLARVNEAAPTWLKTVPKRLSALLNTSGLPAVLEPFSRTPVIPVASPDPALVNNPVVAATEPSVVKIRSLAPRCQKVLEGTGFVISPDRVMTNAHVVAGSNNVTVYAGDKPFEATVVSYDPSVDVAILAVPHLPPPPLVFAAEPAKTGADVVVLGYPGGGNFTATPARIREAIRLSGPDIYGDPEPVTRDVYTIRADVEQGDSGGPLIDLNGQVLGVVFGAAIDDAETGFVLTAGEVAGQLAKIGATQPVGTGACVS
BioA inh: BioA (M. tuberculosis) enzyme inhibition. 360,000 compounds, 0.096% hits. purified M. tuberculosis BioA enzyme, plate reader. AID 602481. inhibition, % at 9.99 µM; in the data active means inhibition above about 40%; inconclusive means no clear call, values can overlap the other calls
BoNT F protease: blocks Botulinum neurotoxin F light chain protease; Multiplex microsphere protease cleavage assay, flow cytometry; inhibition, % at 10 µM; 360,000 compounds, 0.22% hits; AID 588497; in the data active means inhibition above about 35%, passing the limit was not always enough; inconclusive means no clear call, values can overlap the other calls; further: plate controls were buffer without enzyme for full effect and enzyme alone for no effect
VHR inh abs: DUSP3 (human) phosphatase inhibition. recombinant VHR phosphatase, pNPP absorbance. 290,000 compounds, 0.52% hits. P51452. inhibition, % at 13.3 µM; in the data active means inhibition above about 50%; further: some compounds called inactive have numbers as strong as hits
* hit, by the source's call; ? = inconclusive; / = no result given. Unless noted, no stated cut-off is given here; in the data, active means inhibition above about 30%; inactive means the rest.

The line under a structure holds: FadD28 binding, Mtb FBA inh, CCHF vOTU inh, MazF activator, Mtb UGM inh, GDH-TPI inh, Rv3671c protease, BioA inh, BoNT F protease, VHR inh abs
COC(=O)C1CCN(S(=O)(=O)Cc2ccccc2Cl)CC1
    -0.5, 0, 5, 4, 1.8, 3, /, -0.1, /, 20
O=[N+]([O-])c1ccccc1Nc1cccnc1
    0.3, -3, 5, -1, 0.8, 1, -1, -0.1, -9, /
COc1ccc(/C(O)=C2/C(=O)C(=O)N(c3ccccn3)C2c2ccc(F)cc2)cc1 (centres undefined)
    -2.3, -1, 3, 0, 2.3, 1, /, /, 0, -2
COc1ccccc1C(=O)NCC(=O)N(C)Cc1nc2ccccc2c(=O)[nH]1
    -3.8, 0, 3, -6, /, -3, /, 0.3, -3, /
COCCN=C1NC(=O)C(CC(=O)Nc2cccc(Cl)c2C)S1 (centres undefined)
    -0.7, -1, 2, 10, 0.7, 0, 7, /, 3, 7
CCOC(=O)Cc1cc(=O)n2[nH]c(C)cc2n1
    -4.0, 3, 6, 3, 0.3, -8, 6, 2.4, -8, 21
CCc1n[nH]c(=S)n1N=C1CCC(C)CC1 (centres undefined)
    -1.3, 2, 9, 7, -4.6, 6, -3, -2.6, -13, 23
COc1ccccc1-c1c(NC(=O)C(C)C)n(C)c2ccccc2c1=O
    -3.6, 9, -1, 0, 0.9, 7, -1, /, ?, 17
Nn1cnnc1N/N=C/c1ccc(Cl)cc1Cl
    -2.5, 1, 102*, -1, -3.5, 5, /, 2.6, 9, -13
NS(=O)(=O)c1ccc(NC(=S)N2CCN(C(=O)C3CCCO3)CC2)cc1 (centres undefined)
    -3.3, -1, /, 2, -0.3, 6, 0, 3.5, 6, 1
CC(=O)N1N=C(c2ccco2)CC1c1cc2cc(C)ccc2nc1Cl (centres undefined)
    -2.3, 2, -12, -5, -2.5, 4, 12, -1.9, /, 0
CCSc1nc(O)c(CC)c(=O)n1C(C)CC (centres undefined)
    0.4, 1, -4, -1, 3.0, 16, 3, -0.2, 3, -16
Oc1ccc(/C=N/Nc2nccnc2Cl)cc1
    -0.4, 0, 6, -17, 2.8, 27, -5, 0.8, -10, 0
N#Cc1ccccc1OCC(=O)C1CC1
    -3.0, 2, -8, -26, 3.1, -14, 2, /, -4, 1
O=c1c2ccccc2nc(-c2cccs2)n1-c1cnccn1
    -1.5, 4, 3, -16, -0.9, -7, 5, -0.1, 4, 16
CN1CCC(CN)(N2CCN(c3ccccc3)CC2)CC1
    0.3, 1, 15, 17, 0.9, 6, -8, -0.4, -5, /
O=c1c2ccccc2c2ccccc2c(=O)n1Cc1cccnc1
    -0.6, 4, -16, -9, 2.0, 5, -3, -1.9, -8, 21
O=C(c1ccc(Cl)cc1)c1ccccc1C(=O)N1CCOCC1
    -2.1, -2, -5, -11, -1.1, 4, -2, /, -2, 36
O=C(Nc1ccccc1N1CCOCC1)c1cccc(Oc2ccccc2)c1
    -1.0, 0, 6, -2, -2.4, -1, -6, 0.5, -37, -15
CCN(CC)CCn1c(NC(=O)c2ccc(Cl)cc2)nc2ccccc21
    -1.6, -1, 7, 2, -1.9, 4, 4, /, -4, 12
Cc1ccc(Nc2nc3c(c(=O)[nH]2)CCCC3)cc1
    -0.6, -1, -1, -9, 0.2, 7, -2, 0.2, 18, 4
Cc1ccc(/C=C/C(=O)N2CCCN(C(=O)/C=C/c3ccc(C)cc3)CC2)cc1
    -7.2, 0, 8, -7, -0.7, 6, 7, /, -2, 36
CSCCCNC(=S)Nc1ccc(N2CCOCC2)cc1N1CCOCC1
    -4.4, -2, -15, 3, -2.2, 6, 2, 24, -3, -10
CS(=O)(=O)N(CC(=O)O)Cc1cccc(CN(CC(=O)O)S(C)(=O)=O)c1
    -0.7, 2, 5, -8, 0.0, 18, -5, -6.1, 13, 17
Cc1cnc(C)c(N2CCN(Cc3cn(C)nc3-c3cccc(Cl)c3)CC2)n1
    -2.4, 4, 19, 4, 1.5, 1, 0, /, -4, 3
CCOC(=O)C1=C(C)N(c2ccccc2)C(=O)/C1=C\c1ccc(O)c(OC)c1
    1.5, -1, 7, 7, 3.6, 13, -17, -1.3, -4, 2
CCc1ccc(OCC(=O)O/N=C(\N)c2cccnc2)cc1
    -1.6, 4, 2, 2, -0.6, 26, -11, 0.1, ?, -5
O=C1NC(c2ccncc2)Nc2sc3c(c21)CCCC3 (centres undefined)
    -0.4, 12, 1, 7, -0.8, 2, -6, /, 1, 7
CN1OCC2Cn3c(nc4ccccc43)C21 (centres undefined)
    -2.6, 0, -5, 2, -3.3, 14, -2, -1.9, -2, -16
COc1cccc(N2[C@@H](CC(=O)O)c3cc(C(F)(F)F)ccc3S2(=O)=O)c1
    -2.0, -1, -10, 8, -0.8, 3, 3, -0.2, 2, /

Single values from the results shown:
`COCCN=C1NC(=O)C(CC(=O)Nc2cccc(Cl)c2C)S1` (centres undefined) in FadD28 binding has -0.7
`COc1ccccc1C(=O)NCC(=O)N(C)Cc1nc2ccccc2c(=O)[nH]1` in GDH-TPI inh has -3
`CS(=O)(=O)N(CC(=O)O)Cc1cccc(CN(CC(=O)O)S(C)(=O)=O)c1` in MazF activator has -8

New compounds follow:
The line under a structure holds: FadD28 binding, Mtb FBA inh, CCHF vOTU inh, MazF activator, Mtb UGM inh, GDH-TPI inh, Rv3671c protease, BioA inh, BoNT F protease, VHR inh abs
COCOc1ccc(-c2cc(=O)c3c(O)cc(OCOC)cc3o2)cc1
    -3.0, 3, 20, 17, -0.4, 0, -2, 1.2, -8, /
O=C(OCCC1Oc2cccnc2NC1=O)c1ccc(Cl)cc1 (centres undefined)
    -1.7, 1, -4, -8, -0.3, 10, -3, -0.2, -5, -10
CCc1ccc(N2CC(C(=O)OC)CC2=O)cc1 (centres undefined)
    -0.5, -1, 6, 6, -4.1, -1, -5, /, -2, 4
C#CCOCCOCCOCCNc1nc(N2CCN(C(=O)[C@H](CCCCN)n3cc([C@@H](N)C(C)CC)nn3)CC2)nc(N2CCN(C(=O)[C@H](Cc3cc4ccccc4[nH]3)n3cc([C@@H](N)C(C)CC)nn3)CC2)n1 (some centres undefined)
    -4.9, 3, /, -7, 3.9, -3, 6, 1.3, -55, /
COc1ccccc1CNC(=O)C(NC(=O)C1CCCCC1)C(C)C (centres undefined)
    -4.1, -3, -2, 9, -0.2, -13, 2, -1.9, -5, /
Cc1cc([N+](=O)[O-])nn1CCC(=O)NC1CCCCCC1
    -3.5, 0, -10, -2, 3.0, 12, -5, /, 6, 9
CCn1c(=O)c2ccccc2n(Cc2ccc([N+](=O)[O-])cc2)c1=O
    0.8, 0, 6, 0, -0.4, 10, 7, 8.5, -4, 2
Cc1ccc(C)c(C(=O)CN2C(=O)c3ccccc3S2(=O)=O)c1
    -1.2, 3, -9, 14, 0.2, 0, -4, -1.3, 2, 19
COc1ccc(Nc2ncnc3c2c(C)c(C)n3CCCN(C)C)cc1
    /, 0, 5, 0, -0.6, 3, -4, 2.7, 4, 10
CCN(C[C@H]1N[C@@](C)(C(=O)OC)[C@H]2C(=O)N(C)C(=O)[C@@H]12)C(=O)Nc1ccc(Cl)cc1
    -1.7, -2, -8, 6, 1.3, 9, 6, -0.8, 1, /
CCOc1ccc(NC(=S)NC23CC4CC(CC(C4)C2)C3)cc1
    -3.2, 3, -1, -12, -0.1, 10, -4, -2.2, ?, 5
CCOc1ccc(CNC(=O)CCC(=O)n2ncc3ccc(Cl)cc32)cc1
    -3.0, 1, -10, 6, -0.8, -5, 3, 0.2, 1, 17
CCS(=O)(=O)N1CCC(C(=O)Oc2ccc(C)c(C)c2)CC1
    0.0, 3, 4, 11, -1.7, 0, 7, -1.2, ?, -2
O=C(CC1SC(N2CCCCC2)=NC1=O)Nc1cccc(C(=O)Nc2ncccc2O)c1 (centres undefined)
    0.0, 1, -7, 3, 0.5, 3, -3, -0.9, ?, /
COc1cc2c(cc1NC(=O)COC(=O)/C=C/c1ccccc1)oc1ccccc12
    -1.4, -3, -8, 13, -0.2, 1, -4, /, -3, 30
Cc1cc(NC(=O)CSc2nc3c(c(=O)n2-c2ccccc2)SC(C)C3)no1 (centres undefined)
    1.2, 3, 0, 4, -0.4, 21, -2, -0.7, -2, 30
CN(CC(=O)Nc1ccc(F)c(F)c1F)C(=O)C1COc2ccccc2O1 (centres undefined)
    /, -1, 13, -3, 1.6, 1, -4, 1.2, 2, /
NC(=O)CSc1nnc(-c2cccnc2)n1Cc1ccccc1
    0.2, 0, -4, 2, 3.7, -2, -4, -0.4, 3, 4
O=C(Cn1cc(C(F)(F)F)cc(Cl)c1=O)NCCc1ccc(Cl)cc1Cl
    -0.2, 4, 10, -30, -4.4, -4, 7, /, -4, -4
CCn1nc(NC(=O)c2ccncc2)c2cc3cccc(C)c3nc21
    -1.6, 3, 9, 12, 1.0, 3, 3, -2.6, -3, 13
CC(=O)O[C@@H]1[C@H]2[C@@H](C[C@@H](C)[C@@H]3C=CC(=O)[C@@]13C)OC(=O)[C@@H]2C
    0.3, -1, -5, 2, 2.5, 8, 4, 0.8, 2, -4
Cc1cc(/C=C(/C#N)c2cccc(F)c2)c(C)n1-c1cccnc1
    0.4, -2, -6, -6, 1.5, 38*, 0, 3.2, -20, 21
CN(C)S(=O)(=O)c1cccc(NC(=S)NCc2ccco2)c1
    0.2, 0, 2, 2, 0.2, 0, 2, /, -3, 22
C=CCN1N=C(/C=C/c2ccccc2)CCC1=O
    0.5, -2, 14, -2, 4.3, 14, -2, /, -17, -2
O=C(c1ccc(NS(=O)(=O)c2ccc3[nH]c(=O)[nH]c3c2)cc1)N1CCN(c2ccccc2)CC1
    -1.4, 2, 11, 12, -1.8, 3, -4, 0.5, 0, /

An excerpt from above with just BioA inh:
smiles	BioA inh
Nn1cnnc1N/N=C/c1ccc(Cl)cc1Cl	2.6
NS(=O)(=O)c1ccc(NC(=S)N2CCN(C(=O)C3CCCO3)CC2)cc1 (centres undefined)	3.5

Among those listed so far, these have a furan ring, fused or not.
The line under a structure holds: FadD28 binding, Mtb FBA inh, CCHF vOTU inh, MazF activator, Mtb UGM inh, GDH-TPI inh, Rv3671c protease, BioA inh, BoNT F protease, VHR inh abs
CC(=O)N1N=C(c2ccco2)CC1c1cc2cc(C)ccc2nc1Cl (centres undefined)
    -2.3, 2, -12, -5, -2.5, 4, 12, -1.9, /, 0
COc1cc2c(cc1NC(=O)COC(=O)/C=C/c1ccccc1)oc1ccccc12
    -1.4, -3, -8, 13, -0.2, 1, -4, /, -3, 30
CN(C)S(=O)(=O)c1cccc(NC(=S)NCc2ccco2)c1
    0.2, 0, 2, 2, 0.2, 0, 2, /, -3, 22
